Screening data (PubChem BioAssay)
eLon inh: E. coli protease La inhibition; AID 602123; inhibition, % at 7.94 µM; P0A9M0; 360,000 compounds, 0.42% hits; purified E. coli Lon protease, fluorescence polarization; in the data active means inhibition above about 13%, passing the limit was not always enough;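 further: 0% = enzyme with probe and DMSO and 100% = no enzyme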
Target sequence (P0A9M0 whole entry, looked up): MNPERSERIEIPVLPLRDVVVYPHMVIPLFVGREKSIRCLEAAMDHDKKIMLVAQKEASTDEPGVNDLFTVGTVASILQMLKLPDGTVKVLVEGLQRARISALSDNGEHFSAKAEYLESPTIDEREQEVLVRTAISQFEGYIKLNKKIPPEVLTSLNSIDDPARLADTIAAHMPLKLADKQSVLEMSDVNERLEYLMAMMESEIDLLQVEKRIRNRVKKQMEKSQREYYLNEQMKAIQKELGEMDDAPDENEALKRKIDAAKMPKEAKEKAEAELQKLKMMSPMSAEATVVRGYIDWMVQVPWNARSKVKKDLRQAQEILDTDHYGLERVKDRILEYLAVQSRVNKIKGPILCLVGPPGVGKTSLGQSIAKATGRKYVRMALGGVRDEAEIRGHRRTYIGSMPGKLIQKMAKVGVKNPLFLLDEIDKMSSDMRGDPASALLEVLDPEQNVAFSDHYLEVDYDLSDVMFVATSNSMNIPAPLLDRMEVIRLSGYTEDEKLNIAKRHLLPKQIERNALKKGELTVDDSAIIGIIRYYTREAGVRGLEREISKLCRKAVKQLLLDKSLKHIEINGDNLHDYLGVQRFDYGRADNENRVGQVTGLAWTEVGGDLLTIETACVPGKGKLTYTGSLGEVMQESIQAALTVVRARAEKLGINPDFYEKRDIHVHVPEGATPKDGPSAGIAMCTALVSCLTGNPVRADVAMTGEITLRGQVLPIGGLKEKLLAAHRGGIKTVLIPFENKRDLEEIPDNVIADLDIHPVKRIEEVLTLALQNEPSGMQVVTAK
MT1-MMP act inh: blocks activation of human MT1-MMP; P50281; HT1080 RFP-PRO-GFP cells, GFP/RFP ratio fluorescence, overnight; percent of plate control window, DMSO zero; GFP/RFP ratio change, % at 20 µM; 360,000 compounds, 0.061% hits; AID 651647;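 active means GFP/RFP ratio change of at least 30% with cell ATP level not reduced by more than half and red fluorescence within 50% of control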; further: strong numbers were not always called active
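Assay system: RFP-PRO-GFP reporter HT1080 cells; read-out basis: GFP/RFP fluorescence ratio; benchmarks: DMSO wells and RFP-L50D-GFP cells; doses: 20 µM single dose, 1% DMSO; schedule: overnight cell settling, then overnight compound exposure, 37 °C, 5% CO2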
bovine MsrA act: activators of bovine methionine sulfoxide reductase A; purified bovine MsrA, absorbance read-out; activation, % at 10.6 µM; 360,000 compounds, 0.3% hits; AID 602163; in the data active means activation above about 7.5%;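 further: 0% = vehicle and 100% = reference activator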
MsrA inhibitor: inhibitors of bovine MsrA. inhibition, % at 15.5 µM. AID 651718. purified bovine MsrA, absorbance read-out. 360,000 compounds, 0.75% hits; in the data active means inhibition above about 4.5%;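 further: 0% = vehicle wells with enzyme and 100% = reference inhibitor wells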
CendR NRP1 mod: modulators of CendR peptide binding to human neuropilin-1; 360,000 compounds, 0.85% hits; inhibition, % at 25 µM; FAM-RPARPAR peptide binding to NRP-1, fluorescence polarization; AID 602438; O14786;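 active means inhibition or corrected inhibition above about 18%, plus a signal ratio from 0.5 to 1.5, limit read from the data, passing the limit was not always enough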; further: strong numbers were not always called active
SKN-1 block: inhibitors of C. elegans SKN-1 | C. elegans VP596 Pgst-4::GFP/RFP ratio, acrylamide-induced, 24 h | inhibition, % at 21.8 µM | 360,000 compounds, 0.49% hits | AID 624304;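 active means interference check ratio from 0.5 to 1.5 plus GFP to RFP signal ratio inhibition reaching or exceeding a fixed threshold, cut at about 30% in these data, passing the limit was not always enough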; further: some compounds called inactive have numbers as strong as hits
FAS TE block: FAS thioesterase (human) inhibition; recombinant FAS-TE, OMFH fluorogenic substrate, fluorescence endpoint; inhibition, % at 15 µM; 360,000 compounds, 0.67% hits; AID 602261;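 active means compounds whose normalised, plate-corrected inhibition of enzyme fluorescence in the single-dose primary screen is 50% or more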;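 further: 0% = DMSO with enzyme and 100% = substrate without enzyme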
MLLE-PAM2 inh: blocks PAM2 peptide binding to the PABP1 MLLE domain. P11940. GST-MLLE / FITC-PAM2 fluorescence polarization. inhibition, % at 20 µM. 360,000 compounds, 0.36% hits. AID 588489; in the data active means inhibition above about 35%, passing the limit was not always enough;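 further: plate controls were DMSO wells with GST-MLLE for no effect and wells lacking GST-MLLE protein for full effect; some results filed as inactive read as strong as hits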
Tb MetRS inh: Trypanosoma brucei MetRS inhibition; purified T. brucei MetRS, ATP depletion, Kinase-Glo luminescence; inhibition, % at 11.9 µM; 360,000 compounds, 0.4% hits; AID 624268;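 active means inhibition above a per-plate cutoff of the control wells' mean inhibition plus 3 SD, cut at about 5.5% in these data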;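 further: 0% = DMSO wells median and 100% = median of wells with control inhibitor compound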
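Material: T. brucei methionyl-tRNA synthetase, purified; reagent: substrates ATP, L-methionine and bulk Escherichia coli tRNA; dosing: 11.9 µM single point; timing: 15 min plus 2 h at 25 °C; detection: luminescence of leftover ATP; evaluation: % inhibition; control set: DMSO-only wells as low control; replicates: singlicate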
Numbers without * were called inactive; i = inactive; x = not tested or not shown; & = joins results of further samples.

nr	SMILES	MT1-MMP act inh	bovine MsrA act	MLLE-PAM2 inh	SKN-1 block	FAS TE block	Tb MetRS inh	MsrA inhibitor	CendR NRP1 mod	eLon inh
1	NS(=O)(=O)c1ccc(NC(=S)NC(=O)c2ccco2)cc1	-3	-1	24	6	-9	-1.2	-0.4	-1	1
2	Cc1cc(-c2nsc(=O)o2)c(S(C)(=O)=O)s1	2	-3	17	-15	-8	-0.6	-0.7	-10	-2
3	CCOC(=O)C1CCCN(C(=O)c2sc3nc(-c4ccc(F)cc4)cn3c2C)C1 (stereo unspecified)	7	-5	9	19	1	-0.8	-0.5	0	-2
4	Cc1c(C(=O)N2CCN(Cc3ccccc3)CC2)oc2c1C(=O)CCC2	-1	-4	8	5	-2	0.3	3.1	-4	5
5	CCOc1ccc(NC(=S)NC23CN4CN(CN(C4)C2)C3)cc1	-2	-2	10	-8	-2	-0.1	-0.1	-2	8
6	O=C(Nc1ccccc1C(=O)N1CCCCC1)c1ccccc1C(F)(F)F	-2	-3	16	0	-3	-0.5	-0.1	8	9
7	O=C(C1CCC(=O)N(C2CCCC2)C1)N1CCN(Cc2cccc(F)c2)CC1 (stereo unspecified)	0	-1	9	11	-4	-0.1	0.7	-6	8
8	COc1ccc(C(=O)NCCc2ccc(F)cc2)cc1OC	1	-4	5	3	-4	-1.0	1.1	-4	-3
9	CC(=O)Nc1ccc(NC(=O)c2cc(=O)c3ccc(C)cc3o2)cc1	-7	-3	6	8	-4	-0.2	1.9	0	-8
10	O=C(NN1CCCCC1)c1ccc(COc2ccc(Cl)cc2)cc1	3	-4	-2	0	-3	-0.6	-0.1	3	0
11	CCOC(=O)C1CCN(C(=O)CN(c2cccc(OC)c2)S(=O)(=O)c2ccccc2)CC1	-1	-1	-7	-16	-2	-1.0	0.2	15	0
12	COc1cccc(/C=N/c2sc(Cc3ccccc3)c(C)c2C(N)=O)c1O	3	-2	-2	3	-7	-0.6	0.3	-40	-10
13	CCn1nc(C)c(C(=O)Nc2cc(Oc3ccc(Cl)cc3)cc([N+](=O)[O-])c2)c1C	1	-1	6	16	34	0.2	0.6	10	-1
14	Cc1ccc(CNC(=O)N2CCN(c3ccc(C)cc3)CC2)cc1	7	0	13	5	-1	-0.3	-0.6	0	-5
15	CCC(C)NC(=O)C1CCC(=O)N(c2ccc3c(c2)OCO3)C1c1ccc(OC)cc1 (stereo unspecified)	2	-1	-2	0	-8	-0.3	-0.3	7	2
16	O=c1cc(CN2CCc3ccccc3C2)nc2sccn12	4	-10	1	9	-10	-1.1	2.2	4	-1
17	O=C(CCNC(=O)c1ccc([N+](=O)[O-])cc1)Nc1ccc(F)cc1F	3	-2	-3	-10	29	0.8	2.2	8	4
18	ClCc1nnc(-c2ccccc2)o1	-2	-3	-9	5	-12	-0.3	0.1	3	-7
19	C[C@@H]1CN([C@H](C)CO)C(=O)CCCn2cc(nn2)CO[C@H]1CN(C)S(=O)(=O)c1ccc(Oc2ccccc2)cc1	5	-3	1	11	-34	-0.4	0.1	7	-6
20	Cc1c(C(=O)NCc2cccc([N+](=O)[O-])c2)sc(=O)n1Cc1ccccc1F	6	-3	15	12	28	-0.3	0.2	-2	-6
21	O=C(C[C@@H]1C/C=C\C[C@@H](Cc2ccc(F)cc2)C(=O)OCCNC1=O)N[C@H](CO)Cc1ccccc1	-1	0	-5	2	-7	-0.2	-0.7	-3	9
22	O=C(Oc1ccccc1C(=O)Nc1ccccc1)c1ccc(Br)c([N+](=O)[O-])c1	-1	1	-3	0	78*	-0.3	0.2	19	8
23	COc1ccccc1CNS(=O)(=O)c1c(C)nc2sccn2c1=O	-5	-4	-13	19	-5	0.0	1.5	13	-7
24	O=C(O)c1ccc(N/N=C/c2cccc(C(F)(F)F)c2)cc1	-6	-15	-8	-11	-5	-2.2	3.9	5	2
25	O=C(COC(=O)c1cccc(S(=O)(=O)N2CCOCC2)c1)NCc1ccccc1	-1	-3	1	8	-10	0.5	0.8	10	-7
26	CCCCCC(=O)NC(=S)Nc1ccc2oc(=O)ccc2c1	2	-3	24	6	5	-0.1	-1.1	-7	4
27	COc1cc2nc3n(c(=O)c2cc1OC)-c1ncccc1C(=O)NC3Cc1ccccc1 (stereo unspecified)	1	3	3	11	-4	0.0	-0.7	-16	2
28	COc1ccc2c(c1)CCCC(Br)C2=O (stereo unspecified)	-1	-1	-67	-2	-3	-0.3	1.3	-15	-1
29	COc1ccc(/C=N/Nc2nc(-c3ccc(C)cc3)c(NC(C)=O)s2)cc1	-1	-3	-57	11	15	-0.4	-0.4	0	5
30	Fc1ccc(-c2nc3ccccc3[nH]2)cc1	5	-14	-5	6	-6	-1.7	1.0	-7	-3
31	COC(=O)CN(c1ccc2c(c1)OCO2)S(=O)(=O)c1c(C)[nH]c(=O)[nH]c1=O	-2	x	4	4	-7	x	2.1	14	x
32	NC(=O)CCS(=O)(=O)CCN1CCN(S(=O)(=O)c2ccc3c(c2)CCC3)CC1	-1	-2	15	-17	-9	0.0	-0.1	9	-6
33	CCOC(=O)c1ccc(C(=O)OCC)nc1	1	-10	2	12	-13	-0.6	0.0	1	5
34	CCOC(=O)CN1C(=O)C(O)(CC(=O)c2cccc(OC)c2)c2ccccc21 (stereo unspecified)	2	-3	-10	-11	-7	-0.4	0.1	-4	-9
35	CCCCCC1CCC(C(=O)O)CC1 (stereo unspecified)	3	-4	0	-11	-3	-0.6	1.1	-3	2
36	CC(C)Oc1ccc(C2CC(=O)N(c3ccc(N(C)C)cc3)C2=O)cc1 (stereo unspecified)	-3	3	13	1	3	-0.6	1.2	5	-3
37	Cc1nc(C)c(C(=O)OCC(=O)Nc2cccc(C)c2C)s1	-1	-1	4	23	-3	-0.2	-0.6	2	-17
38	COc1cc(C(=O)NCCOc2ccc(C)c(C)c2)cc(OC)c1OC	-1	-7	6	-21	4	-0.3	-0.1	13	4
39	CS(=O)(=O)N1CCC(NC(=O)Cc2ccccc2)CC1	-1	-1	-11	-23	-7	-0.9	0.8	6	2
40	Clc1ccc(-c2cn(-c3nc4ccccc4s3)nn2)cc1	7	-4	x	15	-11	0.0	-1.2	-7	0
41	Cn1ccc(-c2ccccc2)n1	3	1	-4	-2	-6	0.2	0.8	9	-4
42	COc1ccc(-n2cnc3cc(NS(=O)(=O)c4ccc(C)cc4)ccc32)cc1	-1	1	1	28	21	0.5	x	3	16
43	O=[N+]([O-])c1ccc(COP(=O)(O)OCc2ccc([N+](=O)[O-])cc2)cc1	-1&3	-2&-5	3&-2	-9&-19	3&10	0.3&0.1	1.5&-0.5	-4&-16	7&-4
44	N=C1/C(=C\c2ccc(SCc3ccco3)o2)C(=O)N=C2SC=NN12	-35	-3	9	57	-18	0.7	1.7	-143	-75
45	CCC(C)NC(=O)c1cc2c(=O)[nH]c3ccc(C)cc3c2s1 (stereo unspecified)	12	-10	-2	-3	-4	-1.6	0.3	14	11
46	CC(C)COc1nc2ccccc2nc1C(C#N)C(=O)NC1CCCCC1 (stereo unspecified)	-1	-5	-2	-24	17	-1.5	-0.1	-119	-2
47	COc1ccc(C2=NOC(C(=O)Nc3c(C)n(C)n(-c4ccccc4)c3=O)C2)cc1OC (stereo unspecified)	-2	-3	8	-12	-8	-0.1	0.5	4	-4
48	CC(NC1CCCC1)C(=O)Nc1ccccc1-c1ccccc1 (stereo unspecified)	4	-1	3	-6	-4	0.2	-0.4	12	7
49	CCCNC(=O)C1(C)CCN(Cc2ccc(OCc3ccccc3)cc2)C1 (stereo unspecified)	5	0	-13	1	-1	-0.2	0.2	-2	6
50	O=C(Nc1ccncc1)Nc1cccc(Cl)c1	1	5	4	-7	-2	0.9	-1.8	-113	14
51	COc1ccc(C2CC(c3cccs3)Nc3nnnn32)cc1 (stereo unspecified)	-2	-2	16	2	1	0.3	0.7	-2	-2
52	O=CNc1cc(-c2cccc(F)c2)cn2c(-c3ccc(F)cc3)cnc12	-2	0	-16	0	21	0.1	-0.2	-11	-22
53	Cc1nc(Nc2cccc(O)c2)c2oc3ccccc3c2n1	0	-6	13	-2	-2	-0.7	2.9	-1	2
54	CCC(=O)NNc1nc2c(F)cccc2s1	1	1	8	3	-4	-1.1	-1.2	-5	-12
55	COC(=O)CSc1nnc(CNC(=O)c2ccc(S(=O)(=O)N(C)C)cc2)n1C	-5	-3	-14	4	-5	-0.4	-0.7	1	0
56	CCCCc1ccc(-c2nn[nH]n2)nc1	1	-7	9	2	-8	-0.2	0.2	-6	8

Arranged by the number under bovine MsrA act (ascending): three of the compounds above
item | SMILES | bovine MsrA act
55 | COC(=O)CSc1nnc(CNC(=O)c2ccc(S(=O)(=O)N(C)C)cc2)n1C | -3
51 | COc1ccc(C2CC(c3cccs3)Nc3nnnn32)cc1 (stereo unspecified) | -2
49 | CCCNC(=O)C1(C)CCN(Cc2ccc(OCc3ccccc3)cc2)C1 (stereo unspecified) | 0

Continued.
nr	SMILES	MT1-MMP act inh	bovine MsrA act	MLLE-PAM2 inh	SKN-1 block	FAS TE block	Tb MetRS inh	MsrA inhibitor	CendR NRP1 mod	eLon inh
57	O=C(CSc1ncnc2ccccc12)Nc1ccc2c(c1)OCO2	1	-2	5	-9	4	0.5	0.9	4	0
58	Cn1c2c(sc1=O)CCC2	-1	-3	16	3	-5	-0.2	-0.3	16	10
59	COc1ccc(Cl)cc1/C=C(\C#N)C(N)=O	-1	-2	-7	-16	-1	-0.4	0.8	1	-6
60	O=C(Cc1ccc(Cl)cc1)NCc1nc(-c2ccccc2)no1	1	-9	1	-1	5	-0.8	x	3	3
61	COc1ccc(Nc2nc(Nc3ccc(OC)cc3)nc(-n3[nH]c(=O)c(C)c3C)n2)cc1	6	6	4	27	4	-0.3	0.1	1	-5
62	Fc1ccccc1N1CCN(c2nnnn2-c2ccccc2)CC1	2	-15	6	-4	-1	-1.1	-0.8	-3	-1
63	C=CCn1c(SCC(=O)N2c3ccccc3Sc3ccccc32)nnc1-c1ccco1	0	-4	0	-8	6	-0.7	-0.3	4	2
64	S=C(NCCc1ccccn1)Nc1ccc(Cl)c(Cl)c1	0	-8	-2	-5	-1	-0.1	0.1	9	-4
65	O=C(N/N=C/c1c[nH]c2ccccc12)c1cc(-c2ccc(-c3ccccc3)cc2)n[nH]1	-1	-3	8	8	3	0.6	4.2	-12	6
66	COc1cc(C(=O)Nc2nnc(CC(C)(C)C)s2)c([N+](=O)[O-])cc1OC	1	-7	1	3	-4	-0.5	0.4	1	-4
67	CCOc1ncccc1C(=O)Nc1ccc2c(C)cc(=O)oc2c1	0	-5	7	0	-7	-0.4	-0.4	3	-8
68	O=C(NCc1ccco1)c1cc2nc(-c3ccc4c(c3)OCO4)cc(C(F)(F)F)n2n1	1	-13	-7	-3	15	-0.8	0.5	-5	1
69	O=C1/C(=C\c2cc([N+](=O)[O-])ccc2O)SC(=S)N1Cc1ccc(Cl)cc1	9	-1	i	52	-39	0.2	-1.5	143	-236

Part of the list above with just SKN-1 block:
No. | smiles | SKN-1 block
65 | O=C(N/N=C/c1c[nH]c2ccccc12)c1cc(-c2ccc(-c3ccccc3)cc2)n[nH]1 | 8
66 | COc1cc(C(=O)Nc2nnc(CC(C)(C)C)s2)c([N+](=O)[O-])cc1OC | 3
67 | CCOc1ncccc1C(=O)Nc1ccc2c(C)cc(=O)oc2c1 | 0
